KCNH2 WT inh: inhibitors of human wildtype KCNH2 potassium channel | hit rate 0.37% among 340,000 | U2OS, BacMam KCNH2, thallium flux FluxOr; hits give low values | activity change, % at 1.84 µM | Q12809 | AID 720551;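 active = maximum activity change below -70%; inconclusive = maximum activity change between -70% and -50%; inactive = maximum activity change above -50%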; note: % is set by controls: 0 for no effect and ±100 for the full control effect
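U2OS cells were transduced with wild-type KCNH2 virus (2.03 x 10^8 / mL) for 4 h at room temperature, then cultured overnight at 37 C. Thallium flux was read with FluxOr dye. Rate constants were normalized to DMSO controls.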
USP2a inh: blocks human ubiquitin-specific protease USP2a; USP2 core, Ub-CHOP2 coupled fluorogenic reporter, 485/531; Potency, µM (doses to about 38.3 µM), without a hit: top-dose activity change, negative = inhibition, actives largely listed as inhibitors; hit rate 0.01% among 330,000; AID 463254;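 note: potency is the fitted concentration of half-maximal effect; plate controls were DMSO wells for no effect and full inhibition by NEM control for full effect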
Target sequence (O75604 whole entry, looked up): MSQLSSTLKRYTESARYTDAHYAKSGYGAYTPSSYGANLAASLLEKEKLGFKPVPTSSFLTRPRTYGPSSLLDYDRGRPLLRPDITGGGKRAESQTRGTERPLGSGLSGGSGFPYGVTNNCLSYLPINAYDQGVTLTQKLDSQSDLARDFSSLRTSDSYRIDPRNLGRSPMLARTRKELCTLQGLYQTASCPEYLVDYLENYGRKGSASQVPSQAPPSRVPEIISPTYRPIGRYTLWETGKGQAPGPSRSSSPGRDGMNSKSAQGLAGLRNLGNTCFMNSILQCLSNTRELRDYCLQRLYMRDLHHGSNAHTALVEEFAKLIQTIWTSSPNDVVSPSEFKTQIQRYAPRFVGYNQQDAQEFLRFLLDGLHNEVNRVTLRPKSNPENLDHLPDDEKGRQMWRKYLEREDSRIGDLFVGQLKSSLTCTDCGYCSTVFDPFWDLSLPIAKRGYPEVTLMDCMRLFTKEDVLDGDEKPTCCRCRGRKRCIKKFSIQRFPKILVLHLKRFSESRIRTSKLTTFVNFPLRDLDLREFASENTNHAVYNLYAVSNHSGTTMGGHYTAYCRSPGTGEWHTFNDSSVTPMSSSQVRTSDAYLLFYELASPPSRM
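Deubiquitinase activity read as fluorescence (485/531 nm) after Ub-CHOP2 cleavage activates the enterokinase reporter on its substrate; USP2 core 10nM, Ub-CHOP2 and substrate 25nM each, 30min compound preincubation then 60min RT; data normalized to NEM, curves fitted.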
PKM2 act: PKM2 (human) enzyme activation; purified PKM2, Kinase-Glo ATP luminescence, activation; response scale: 0% is enzyme alone, no compound; Potency, µM (series often up to 57.5 µM), inactives show top-dose activation, usual class: activators; hit rate 0.34% among 260,000; AID 1631; note: potency is the fitted concentration of half-maximal effect; % is set by controls: 0 for no effect and ±100 for the full control effect; nearly all actives have a fitted effect of over 55% in size
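hPK-M2, >95% pure; 0.1 mM ADP / 0.5 mM PEP final; imidazole pH7.2 buffer w/ 7 mM MgCl2, 50 mM KCl; 1 h RT; Kinase-Glo lum. Intermediate enzyme activity for dual inhibitor/activator qHTS.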
GALK inhibitor: inhibitors of human galactokinase; P51570; Purified GALK, Kinase-Glo residual ATP luminescence; Potency, µM (series often up to 57.5 µM), without a hit: at the highest dose activity change, negative = inhibition, actives largely listed as inhibitors; hit rate 0.007% among 270,000; AID 1868; note: potency is the fitted concentration of half-maximal effect; % is set by controls: 0 for no effect and ±100 for the full control effect
Target sequence (P51570 whole entry, looked up): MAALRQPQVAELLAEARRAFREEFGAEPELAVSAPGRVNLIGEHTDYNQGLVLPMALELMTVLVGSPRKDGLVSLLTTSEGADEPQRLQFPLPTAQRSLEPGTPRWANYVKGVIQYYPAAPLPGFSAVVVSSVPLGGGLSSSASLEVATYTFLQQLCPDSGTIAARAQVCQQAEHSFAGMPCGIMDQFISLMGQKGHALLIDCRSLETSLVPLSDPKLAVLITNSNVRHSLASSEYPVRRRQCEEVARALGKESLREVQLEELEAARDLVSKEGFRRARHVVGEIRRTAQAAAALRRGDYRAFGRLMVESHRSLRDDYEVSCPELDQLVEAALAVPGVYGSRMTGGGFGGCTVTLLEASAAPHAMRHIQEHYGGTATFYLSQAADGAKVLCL
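GALK at 5 nM final was combined with compound, 35 uM ATP and 100 uM galactose in HEPES pH8.0 with MgCl2 and DTT. The reaction ran one hour at room temperature before luminescent ATP detection.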
FBPA coupling cs: coupling enzyme interference in Giardia aldolase counter-screen. coupling enzyme system counterscreen, AmpLite Red fluorescence. AID 2472. activity change, negative = inhibition, % at 58.2 µM, hits read low. hit rate 0.67% among 290,000; in the data active = activity change below about -30%; note: % is set by controls: 0 for no effect and ±100 for the full control effect
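Counterscreen lacking aldolase: glyceraldehyde-3-phosphate coupling-enzyme reagent preincubated 10 min at RT with compound (at 57.5 uM final), then substrate/coupling system with AmpLite Red added; fluorescence read at 525/598 nm after 20 min RT.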
TRPV1 ag: activates the human vanilloid receptor TRPV1; Q8NER1; TRPV1-expressing cells, Fluo-8 calcium influx, agonist mode; activation, % at 8.33 µM; hit rate 0.19% among 320,000; in the data active = activation above about 80%; inconclusive = between about 30% and that limit; note: 0% is about no effect
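TRPV1-expressing cells were cultured overnight at 35.5C and loaded with Fluo-8 calcium dye for 40 to 90 min at room temperature. After a 10 s baseline, compound was added and calcium influx was read kinetically for 3 min (ex 480/em 520 nm).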
Giardia kill: kills Giardia lamblia; AID 540267; hit rate 0.15% among 340,000; Giardia lamblia trophozoite viability; activity change, % at 7.66 µM, hits read low; in the data active = activity change below about -80%; inconclusive = between about -30% and that limit;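 note: parasites exposed to compound for two days anaerobically before the ATP read; % is set by controls: 0 for no effect and ±100 for the full control effect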
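Anaerobic 48 hrs incubation at 37 deg C of 100 trophozoites/well with test compounds; ATPLite 1-Step luminescence, 15-30 min RT, reports cellular ATP as viability.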
B2AR arrestin: beta2AR (human) beta-arrestin recruitment activity. beta-arrestin recruitment to beta2AR, cell-based reporter. Potency, µM (highest dose often 46.1 µM), without a hit: at the highest dose activation, usual class: activators. AID 492947. hit rate 0.02% among 330,000. P07550;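 note: potency is the fitted concentration of half-maximal effect; 0% = DMSO controls and full agonism = EC100 isoproterenol or metaproterenol; nearly all actives have a fitted effect of over 65% in size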
KCNH2 3.1 block: inhibitors of human KCNH2 3.1 potassium channel isoform; U2OS KCNH2 3.1, thallium flux FluxOr; hits give low values; AID 720553; hit rate 0.95% among 340,000; activity change, % (tested at about 1.8 µM);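 active = maximum activity change below -70%; inconclusive = maximum activity change from -70% to -50%; inactive = maximum activity change above -50%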;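 note: thallium influx rate constant from kinetic fluorescence after stimulation buffer; % is set by controls: 0 for no effect and ±100 for the full control effect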
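Steps: virus added to U2OS suspension (4 h, RT, dark); medium with 10% FBS added, cells plated, 37 C overnight; FluxOr/Red40 loading buffer 45 min RT; stimulation buffer, 2 min kinetic read; rate constant normalized.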
Menin-MLL TR inh: inhibitors of human menin-MLL interaction, mutant MLL peptide. Potency, µM (titrated, usually from 61.6 µM), inactives show at the top dose FP activity change, negative = inhibition, usual class: inhibitors. O00255. hit rate 0.23% among 270,000. AID 1768. Menin + Texas Red MLL mutant peptide, fluorescence polarization; active = well fitted inhibition curve with a large enough effect in the polarisation, with a control signal flat, not every such curve was filed as active; inconclusive = small, poorly fitted or top-dose-only effect, or effect the other way, or a change in a side signal; inactive = no such curve, though single readings can be large or run the other way; the % refers to the polarisation; note: potency is the fitted concentration of half-maximal effect; % of control where 0% means no effect; many of its hits are not listed in these tables
MLL CXXC-DNA inh: blocks binding of human MLL CXXC domain to DNA; hit rate 0.037% among 290,000; Potency, µM (series often up to 115 µM), for inactives: top-dose activity change, negative = inhibition, hits mostly inhibitors; Q03164; MLL-CXXC / FITC-HOXA9 DNA fluorescence polarization; active = well fitted inhibition curve with a large enough effect in the polarisation, with a control signal flat, not every such curve was filed as active; inconclusive = small, poorly fitted or top-dose-only effect, or effect the other way, or a change in a side signal; inactive = no such curve, though single readings can be large or run the other way; the % refers to the polarisation; note: potency is the fitted concentration of half-maximal effect
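Steps: dispense CXXC domain solution (7 uM) → pin compounds or unlabeled HOX-A9 DNA control → 5 min ambient → add FLSN-HOX-A9 solution (50 nM) → spin → 30 min ambient → fluorescence polarization. Tris pH 7.5/NaCl/DTT/BSA buffer.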
* hit, by the source's call; u = inconclusive; x = no result given; [ ] = dose if it differs, or a comment. Unless noted, calls come from the whole dose curve; as a rule, active = well fitted curve in the direction sought with a large enough effect; inconclusive = small, poorly fitted or top-dose-only effect, or another doubt; inactive = no such curve, though single readings can be large; an effect the other way counts as inactive or inconclusive.

SMILES	KCNH2 WT inh	USP2a inh	PKM2 act	GALK inhibitor	FBPA coupling cs	TRPV1 ag	Giardia kill	B2AR arrestin	KCNH2 3.1 block	Menin-MLL TR inh	MLL CXXC-DNA inh
COc1ccc2[nH]c(C(=O)O)c(CCN3C(=O)c4cccc([N+](=O)[O-])c4C3=O)c2c1	-0.2	-0.5%	34.0%	-1.8%	15.9	-3.3	38.6[activator]	-0.7%	2.8	x	-6.7%
CC1CN(S(=O)(=O)c2cc(C(=O)N(CCc3ccccc3)Cc3ccccc3)ccc2Cl)CC(C)O1 (stereo not given)	-12.5	-3.8%	x	x	x	-1.7	0.7	-0.1%	-16.2	x	x
NC(=S)N/N=C\c1ccccc1OCc1ccccc1	8.7	-0.5%	0.8%	-0.5%	0.0	-1.2	-5.6	-0.3%	0.9	9.7%	8.3%
O=C(O)c1cccc(S(=O)(=O)Nc2ccc([N+](=O)[O-])cc2O)c1	-4.3	1.7%	-2.2%	-4.9%	9.7	-1.8	11.0	3.1%	-3.9	x	u
O=C(CSc1nc(=O)n2ccccc2n1)Nc1ccc2c(c1)OCCO2	-3.4	4.0%	x	x	x	0.5	-16.2	-0.3%	-8.3	x	x
CCOc1ccc(CCN2C(=O)CCC2(C)C(=O)NC(C)CC)cc1OCC (stereo not given)	-14.6	-0.7%	4.7%	1.1%	-4.3	0.5	2.1	0.1%	4.9	-5.3%	2.1%
CC1OC(OCC2OC(Oc3c(-c4ccc(O)cc4)oc4cc(O)cc(O)c4c3=O)C(O)C(O)C2O)C(O)C(O)C1O (stereo not given)	-3.9	4.5%	11.6%	-4.2%	-0.3	-5.7	-2.2	0.0%	6.8	7.2%	4.1%
COc1ccc2nc(SCC(=O)Nc3nccs3)[nH]c2c1	13.3	4.5%	-0.9%	-0.6%	3.2	0.9	-15.6	-0.2%	-5.7	0.4%	-6.6%
CCCCN(C(=O)NC(=O)Nc1cc(C)ccc1C)S(C)(=O)=O	-0.9	3.4%	5.2%	-0.7%	0.3	-3.8	-4.5	-0.8%	7.6	2.1%	-3.3%
CC1(NC(=O)CCS(=O)(=O)c2ccc(Cl)cc2)CCS(=O)(=O)C1 (stereo not given)	3.1	1.5%	x	x	x	-2.6	9.3	-0.2%	-9.3	x	x
CCOC(=O)c1c[nH]n(-c2ccc(C)cc2)c1=O	-15.1	-1.0%	11.3%	-0.9%	-21.6	0.4	11.7	0.1%	-1.1	-0.9%	-1.9%
CCn1cc(S(=O)(=O)c2cccc(C)c2)c(=O)c2cc(F)c(N3CCN(C)CC3)cc21	1.4	0.3%	x	0.2%	3.0	-0.4	25.7	-0.2%	-29.4	-11.7%	1.7%
Cc1ccc(C)c(NC(=O)CCc2ccc(C)o2)c1	-29.6	0.3%	-4.7%[11.5 µM]	4.8%	-0.5	6.8	4.4	0.0%	-4.1	0.6%	1.3%
CCn1c(SCC(=O)Nc2nc(C)c(C(=O)OC)s2)nnc1C(C)C	-8.9	2.4%	6.4%	4.3%	1.6	-0.6	16.5	-0.2%	-7.2	-1.4%	-1.3%
O=C(CSc1nnc(Cn2c(=O)sc3ccccc32)n1-c1ccccc1)NCc1ccco1	5.7	-0.4%	0.0%	-1.5%	0.4	1.1	-1.7	-0.2%	-15.7	-26.1%	-6.5%
O=[N+]([O-])c1ccc(N2CCN(c3ccc(Cl)nn3)CC2)c(Cl)c1	0.2	1.9%	-20.3%	-0.4%	-1.0	-2.0	7.7	-0.8%	-15.5	-11.5%	6.4%
Cc1ccc(CNC(=O)Cn2c(=O)c3sccc3n(Cc3cccc([N+](=O)[O-])c3)c2=O)cc1	x	-0.5%	-3.1%	-1.0%	2.7	-0.7	x	0.1%	x	-26.8%	3.2%
Cc1cc(CN2CCCC(C(=O)Nc3ccc(-c4nc5ccccc5[nH]4)cc3)C2)n[nH]1 (stereo not given)	7.0	-1.1%	-0.2%	-4.8%	-1.6	-3.1	-6.7	0.6%	10.8	7.9%	26.1%
Cc1cc(C)n2nc(SCc3cccc(F)c3)nc2n1	-9.7	-3.2%	x	x	-0.2	1.9	6.2	-0.8%	10.5	-1.3%	0.8%
COc1ccccc1NC(=O)c1c(NC(=O)CCC(=O)O)sc2c1CCCCC2	-5.5	2.6%	8.2%	5.0%	-1.2	x	-25.2	0.2%	-9.1	x	0.1%
CCOC(=O)c1c(-c2ccc(C)o2)csc1NC(=O)CSc1nnnn1-c1ccccc1	-8.8	-15.1%	7.94µM*	-0.6%	-2.7	-1.2	18.1	-0.5%	-13.1	8.2%	1.6%
CCOC(=O)c1ccc(N/C=C/C(=O)c2ccc(OC)c(OC)c2)cc1	-5.3	1.2%	0.4%	-0.9%	1.1	20.4	12.7	-0.5%	17.4	-12.8%	3.6%
O=c1cc(-c2ccco2)oc2c1ccc1ccccc12	1.0	2.2%	9.7%	-2.4%	2.3	19.0	-4.4	-1.0%	-2.1	-17.5%	32.1%[activator]
COc1cccc(-c2c(C(=O)N/N=C/c3ccoc3)nnn2-c2nonc2N)c1	5.3	2.5%	x	1.9%	-4.8	29.3	-5.6	5.4%	10.5	45.6%[activator]	0.9%
CCOC(=O)N1CCN(C(=O)CN(c2cccc(C)c2)S(=O)(=O)c2ccc(C)cc2)CC1	-2.2	4.8%	7.4%	0.2%	1.8	1.2	6.2	-0.6%	1.2	18.4%	-0.3%
Additional records
SMILES	KCNH2 WT inh	USP2a inh	PKM2 act	GALK inhibitor	FBPA coupling cs	TRPV1 ag	Giardia kill	B2AR arrestin	KCNH2 3.1 block	Menin-MLL TR inh	MLL CXXC-DNA inh
COc1ccc(/C=C2\SC(=S)N(CCC(=O)Nc3cccc(O)c3)C2=O)cc1	-5.1	-3.6%	-24.9%	-4.0%	-0.2	u	2.7	10.0%	21.3	u	53.5%[activator]
C=CCSc1nc2ccccc2c2nc(-c3ccccc3)nn12	3.8	-0.2%	-14.6%	2.8%	4.8	3.3	6.6	-0.1%	-9.6	38.3%[activator]	-13.0%
CCOC(=O)Cc1csc(NC(=O)c2cccc(N3C(=O)CCC3=O)c2)n1	-5.0	0.1%	4.0%	-0.3%	-2.9	-6.6	5.7	-1.0%	6.4	7.4%	-21.7%
O=C(/C=C/c1cccs1)c1cc(Cl)ccc1O	0.4	-0.3%	1.4%	-5.1%	-1.2	0.6	-12.4	-0.1%	11.0	6.7%	-2.0%
COc1ccc(NC(=O)C(NC(=O)c2ccccc2)C(C)C)cc1 (stereo not given)	0.4	1.7%	-8.7%	1.5%	0.1	11.9	2.4	0.4%	-8.2	0.5%	7.3%
CCc1cc2c(SCC(=O)c3ccc(C)cc3)ncnc2s1	-6.2	-0.1%	11.2%	-3.3%	-0.6	22.7	-13.9	-0.7%	-0.3	-22.2%	2.6%
CC1CCN(c2c(NCC3CCC(C(=O)Nc4ccccn4)CC3)c(=O)c2=O)CC1 (stereo not given)	11.3	2.5%	-2.9%	x	0.6	18.6	-5.0	-0.8%	6.2	4.5%	-3.8%
Nc1nnc(CCCCCCCCCCc2nnc(N)s2)s1	-4.8	1.4%	20.3%	0.4%	4.1	-2.1	-14.3	-0.3%	8.2	23.9%	2.4%
O=C(Cn1ccc2cc(S(=O)(=O)N3CCCCC3)ccc21)NCc1ccccc1F	7.8	-0.1%	x	4.4%	x	23.3	-19.4	-1.2%	-0.7	x	7.1%
CCN(CC)Cc1c(O)ccc2c(=O)c(-c3ccccc3Cl)coc12	0.1	1.4%	1.8%	2.4%	0.4	2.9	-4.1	-0.8%	6.4	-13.6%	1.0%
O=C(CCC1CCN(Cc2ccccc2Cl)CC1)NC1CC1	21.2	2.4%	-0.7%	0.0%	0.2	2.1	19.4	0.2%	1.1	-7.3%	-0.7%
Cc1ccc(SCC(=O)OCC(=O)NCCc2ccc(S(N)(=O)=O)cc2)c(C)c1	0.2	2.3%	x	x	x	x	6.7	-0.3%	16.9	x	x

Bioassay records deposited in PubChem by National Center for Advancing Translational Sciences (NCATS).

This is a subset; rates above refer to the full screens.
